TLR4 MyD88 comp = inhibitors of TLR4-MyD88 association in cells, primary screen, cell-based, HeLa CL3-4, BLA complementation, FRET ratio; 200,000 tested, 0.18% active; inhibition, % at 8.4 µM; HeLa CL3-4 TLR4/MyD88 BLA complementation; AID 861, 2007; Toll-like receptor 4 (Homo sapiens) + Myeloid differentiation primary response protein …; in the data active = inhibition above about 25%;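 also: 0% = vehicle and 100% = reference inhibitor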
Target sequence (O00206 whole entry, looked up): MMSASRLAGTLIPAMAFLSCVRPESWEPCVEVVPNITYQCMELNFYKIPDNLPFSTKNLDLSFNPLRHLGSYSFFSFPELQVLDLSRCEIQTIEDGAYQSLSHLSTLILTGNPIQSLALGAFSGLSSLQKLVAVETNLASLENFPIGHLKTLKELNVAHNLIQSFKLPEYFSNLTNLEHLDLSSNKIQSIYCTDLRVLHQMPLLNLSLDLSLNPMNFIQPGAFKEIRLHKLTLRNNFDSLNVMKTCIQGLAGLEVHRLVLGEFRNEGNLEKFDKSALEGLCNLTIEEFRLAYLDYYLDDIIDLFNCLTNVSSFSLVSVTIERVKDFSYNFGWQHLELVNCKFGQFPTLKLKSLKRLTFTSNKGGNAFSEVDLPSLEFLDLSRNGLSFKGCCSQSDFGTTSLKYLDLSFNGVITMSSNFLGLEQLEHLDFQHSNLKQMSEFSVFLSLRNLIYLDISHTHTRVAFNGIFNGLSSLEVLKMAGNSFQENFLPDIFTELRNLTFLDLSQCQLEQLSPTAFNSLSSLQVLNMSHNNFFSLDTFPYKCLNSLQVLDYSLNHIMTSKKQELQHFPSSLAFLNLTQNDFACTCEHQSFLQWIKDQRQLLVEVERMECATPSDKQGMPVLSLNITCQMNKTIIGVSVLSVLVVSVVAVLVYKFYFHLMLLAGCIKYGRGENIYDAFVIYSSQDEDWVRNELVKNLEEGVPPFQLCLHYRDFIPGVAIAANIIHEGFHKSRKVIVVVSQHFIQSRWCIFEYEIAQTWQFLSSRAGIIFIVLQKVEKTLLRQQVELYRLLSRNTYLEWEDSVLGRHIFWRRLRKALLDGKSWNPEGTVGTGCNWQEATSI
Target sequence (Q99836 whole entry, looked up): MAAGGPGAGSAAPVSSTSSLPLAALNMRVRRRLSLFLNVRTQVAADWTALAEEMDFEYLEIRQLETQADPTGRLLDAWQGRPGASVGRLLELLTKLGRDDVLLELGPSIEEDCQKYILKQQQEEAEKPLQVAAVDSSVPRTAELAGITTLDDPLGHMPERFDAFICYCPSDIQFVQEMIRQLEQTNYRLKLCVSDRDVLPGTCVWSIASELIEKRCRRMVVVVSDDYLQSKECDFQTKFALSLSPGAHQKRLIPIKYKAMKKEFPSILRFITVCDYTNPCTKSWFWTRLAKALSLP
STAT3 inh = IL-6 driven STAT3 reporter inhibitors, primary screen, U3A cells, luciferase, luminescence, MLSCN library. AID 862, 2007. IL-6 STAT3-luciferase reporter; host cell line lacks STAT1. 190,000 tested, 0.89% active. inhibition, % at 5.5 µM;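 active = inhibition above the mean inhibition across all screened compounds plus 3 SD, cut at about 44% in these data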;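 also: 0% = DMSO only wells and 100% = 100 µM nifuroxazide control wells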
Hsp70 act = Hsp70 transcriptional activators, primary screen, cell-based, HeLa, Hsp70 promoter luciferase, luminescence, 10 µM; HeLa Hsp70 promoter luciferase reporter; scaled: vehicle 0, proteasome-inhibitor control 100%; activation, % at 10 µM; 200,000 tested, 0.04% active; AID 1203, 2008;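 active = activation above the mean across all tested compounds plus 3 SD, cutoff set per campaign, cut at about 5.5% in these data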;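 also: 100% = MG132 at 30 µM as the positive control and 0% = DMSO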
STAT1 blocker = STAT1 signaling inhibitors, primary screen, cell-based, HTS, luciferase reporter. NIH 3T3 STAT1-luciferase reporter, IFN-gamma, luminescence. inhibition, % at 5.5 µM. 200,000 tested, 0.35% active;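 active = inhibition above a set limit, the mean inhibition across all tested compounds plus 3 SD, cut at about 34% in these data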;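 also: 0% = IFN-gamma with DMSO and 100% = IFN-gamma with 300 µM nifuroxazide; values of inactives mirror those of a sister screen read the other way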
Redox H2O2 prof = compounds producing H2O2 with reducing agent – biochemical, NIH compound library profiling, artefact control for MLSCN library redox annotation, primary screen; DTT-dependent redox cycling H2O2, phenol red/HRP absorbance; 100% = 100 µM peroxide control, 0% = buffer; activation, % at 10 µM; 200,000 tested, 0.03% active; AID 878, 2007;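 active = activation of at least 50% relative to the plate's high and low controls in the primary single-dose screen; inactive = activation below 50%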;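 also: compound incubated with DTT at 0.8 mM final as the reducing agent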
Efa HMGR inh = inhibitors of E. faecalis class II HMGR, primary screen, biochemical, Enterococcus faecalis. HMG-CoA reductase (Enterococcus faecalis, mvaE). purified E. faecalis HMGR, NADPH absorbance 340 nm kinetic. inhibition, % at 10 µM. 190,000 tested, 0.41% active. AID 1066, 2008;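 active = inhibition above a set limit, the median over all tested compounds plus 3 SD, cut at about 9.5% in these data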;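 also: enzyme runs in reverse so mevalonate oxidation gives rising NADPH absorbance; 0% = complete reaction with DMSO and 100% = background rate lacking mevalonate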
STAT1 activator = STAT1 signaling activators, primary screen, cell-based, HTS, luciferase reporter; AID 932, 2007; activation (% of control), % at 5.5 µM; NIH 3T3 STAT1-luciferase reporter, IFN-gamma, luminescence; 100% = IFN-gamma alone, no compound; 200,000 tested, 2.6% active;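 active = activation above the screen-wide mean activation plus 3 SD, cut at about 130% in these data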;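 also: raw ratio to IFN-gamma control signal so 100% means no change and 0% no light; values of inactives mirror those of a sister screen read the other way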
NF-kB neuron act = activators of NF-kB expression in neurons, primary screen, cell-based, HTS; 190,000 tested, 1.6% active; AID 1239, 2008; human neuronal cells, NF-kB reporter expression; hits give high values; fold change at 12.5 µM; in the data active = fold change above about 3.3
STAT3 act = IL-6 driven STAT3 reporter potentiators, primary screen, U3A cells, luciferase, luminescence, MLSCN library | activation (% of control), % at 5.6 µM | IL-6 STAT3-luciferase reporter; 100% = signal with IL-6 EC80 alone | AID 871, 2007 | 190,000 tested, 0.91% active;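 active = activation above the screen-wide mean of compound activation plus 3 SD, cut at about 130% in these data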;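 also: 0% = background luminescence of wells with medium and substrate only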
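Material: human U3A cells carrying STAT3-luciferase construct. Measured by: reporter luminescence signal. Timing: compound 1 h, then IL-6 6 h at 37 °C.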
APP 5'UTR act = activators of APP 5'UTR luciferase reporter, primary screen, SH-SY5Y cells | SH-SY5Y APP 5'UTR luciferase reporter, luminescence; zero percent = DMSO vehicle wells | activation, % at 2 µM | 190,000 tested, 1% active | AID 1276, 2008;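 active = activation above a set limit, based on mean plus 3 SD of controls, cut at about 140% in these data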; also: values of inactives mirror those of a sister screen read the other way
Starred values were filed as active, the others as inactive; · = no result given.

Second line of a record – TLR4 MyD88 comp	STAT3 inh	Hsp70 act	STAT1 blocker	Redox H2O2 prof	Efa HMGR inh	STAT1 activator	NF-kB neuron act	STAT3 act	APP 5'UTR act
- Cc1ccc(-c2nnc(-n3ncc(C#N)c3N)c3ccccc23)cc1C
→ -17	0	-0.3	-4	3.6	-2	104	0.88	99	14
- O=C(NC(=S)N1CCN(c2ccc([N+](=O)[O-])cc2)CC1)c1ccccc1
→ -5	2	0.1	-6	-2.4	-1	104	1.1	100	4
- O=C(c1cc(-c2cccc(O)c2)on1)N1CCc2ccccc2C1
→ -11	12	0.4	0	0.1	-7	98	1.2	89	34
- CCOC(=O)c1cnc2c(-c3ccc(Cl)cc3)c(C)nn2c1N
→ 1	13	-0.2	-10	-0.4	-4	111	1.1	92	2
- NNC(=O)CN1C(c2ccc(Br)cc2)=Nc2ccc(Br)cc2C1c1ccccc1 (configuration not stated)
→ 1	-3	-0.1	3	-0.7	-3	97	1.1	101	2
- COc1cc(CN2CCN(Cc3ccc(SC)cc3)CC2)cc(OC)c1O
→ 12	4	0.1	1	-1.1	1	97	1.2	100	21
- CC(Oc1ccccc1)c1ccnc(N)n1 (configuration not stated)
→ 12	0	0.1	-11	-0.7	0	108	1.5	106	16
- O=[N+]([O-])c1ccc(O)c(C=Nc2ccc3oc(Cc4ccc(Cl)cc4)nc3c2)c1
→ 17	2	-0.3	-5	-1.8	-2	105	1	102	-2
- CCOc1cc2[nH]c(=O)n(CCCCCC(=O)NCc3ccco3)c(=O)c2cc1OCC
→ 11	1	-0.2	3	0.1	-5	101	1.1	99	3
- COc1ccc(NC(C)=O)cc1NC(=O)CN1CCN(C2c3ccccc3-c3ccccc32)CC1
→ -4	12	0.1	5	-1.2	-5	96	3.6*	92	9
- CCN(CC)c1ccc(NC(=O)CCS(=O)(=O)c2cccc3nsnc23)c(C)c1
→ 9	6	-0.4	4	-2.1	-1	95	0.9	98	29
- CCOC(=O)c1sc(=S)n(C)c1N
→ 4	10	0.8	-2	1.4	-5	102	1.5	95	-7
- Cn1nc(C(F)(F)F)c(C#N)c1N1CCN(c2ccc(F)cc2)CC1
→ 13	35	-0.4	-1	0.2	-4	100	0.77	74	2
- COc1cccc(N2CCN(CC(=O)c3c[nH]c4ccc(OC)cc34)CC2C)c1 (configuration not stated)
→ -7	5	-0.1	-3	0.8	-3	102	1.2	97	17
- CC1(C(=O)Nc2ccccc2)Cc2ccccc2C(=O)O1 (configuration not stated)
→ 0	11	-0.3	0	0.2	-5	101	1.3	92	11

Some of the entries so far, with each value named.
Cc1ccc(-c2nnc(-n3ncc(C#N)c3N)c3ccccc23)cc1C
  TLR4 MyD88 comp: -17	STAT3 inh: 0	Hsp70 act: -0.3	STAT1 blocker: -4	Redox H2O2 prof: 3.6	Efa HMGR inh: -2	STAT1 activator: 104	NF-kB neuron act: 0.88	STAT3 act: 99	APP 5'UTR act: 14
O=C(NC(=S)N1CCN(c2ccc([N+](=O)[O-])cc2)CC1)c1ccccc1
  TLR4 MyD88 comp: -5	STAT3 inh: 2	Hsp70 act: 0.1	STAT1 blocker: -6	Redox H2O2 prof: -2.4	Efa HMGR inh: -1	STAT1 activator: 104	NF-kB neuron act: 1.1	STAT3 act: 100	APP 5'UTR act: 4

Individual results from the list:
For Efa HMGR inh, Cn1nc(C(F)(F)F)c(C#N)c1N1CCN(c2ccc(F)cc2)CC1 has the entry -4
For STAT1 blocker, CC1(C(=O)Nc2ccccc2)Cc2ccccc2C(=O)O1 (configuration not stated) has the entry 0

Further structures follow.
Second line of a record – TLR4 MyD88 comp	STAT3 inh	Hsp70 act	STAT1 blocker	Redox H2O2 prof	Efa HMGR inh	STAT1 activator	NF-kB neuron act	STAT3 act	APP 5'UTR act
- CCCn1c(SCC(=O)Nc2ccc(S(=O)(=O)N(C)C)cc2)n[nH]c1=O
→ -2	0	-0.3	-2	-0.3	-3	102	1.2	101	7
- Cc1ccc(Cn2cccc(NC(=O)c3ccco3)c2=O)cc1
→ 2	4	-0.1	-12	0.5	2	111	1.5	98	18
- O=C(/C=C/c1ccccc1)N/C(=C\c1ccco1)C(=O)NCCO
→ -4	10	-0.3	6	-5.5	-2	95	1.1	95	8
- CCc1ccc(OCC(=O)N/N=C/c2ccc(OS(=O)(=O)c3ccc(C)cc3)c(OC)c2)cc1
→ -13	-5	-0.1	-5	0.9	1	104	0.75	109	16
- Cc1ccc(-c2nnc(SCC(=O)N/N=C/c3ccccc3C(=O)O)n2-c2ccccc2)cc1
→ -8	8	-0.3	-2	-0.5	6	102	1.2	100	-8
- CCN(CC)c1ccc(C(=O)NNC(=O)CCl)cc1
→ -6	2	-0.3	-6	0.1	-6	104	2	101	-6
- NC(=O)CSc1ncnc2c1nnn2Cc1ccc(F)cc1
→ -10	11	-0.2	9	0.2	0	91	1	100	-1
- COc1cc(C(=O)Nc2ccc(S(=O)(=O)N3CCOCC3)cc2)c([N+](=O)[O-])cc1OC
→ -17	18	-0.3	11	-1.7	-3	89	1.2	88	-12
- COc1ccc(-c2ccc(/C=N/N3C(=O)C4C5C=CC(C6CC56)C4C3=O)o2)c([N+](=O)[O-])c1 (configuration not stated)
→ -5	7	-0.5	5	2.3	3	95	0.92	99	14
- CCc1ccc(C(=O)NC(CC(C)C)C(=O)O)cc1 (configuration not stated)
→ -1	-8	-0.3	-9	-0.6	-6	108	0.95	107	·
- CCC(c1nnnn1CCOC)N(Cc1ccc(C)cc1)Cc1cc2cc(OC)ccc2[nH]c1=O (configuration not stated)
→ 8	-1	0.0	-5	2.8	-5	104	1.3	104	-1
- CCOc1ccc(-n2c(C)nc3c(cnn3-c3ccc(Cl)cc3)c2=O)cc1
→ 15	14	0.5	1	0.4	-3	99	1.1	90	9
- CCCCn1c(SCC(=O)c2cc(OC)ccc2OC)nc2cc(S(N)(=O)=O)ccc21
→ 2	10	-0.4	13	-1.3	2	89	1.4	97	-2
- COc1ccccc1CNC(=O)C1CCCN(S(=O)(=O)c2cnc[nH]2)C1 (configuration not stated)
→ -1	8	-0.3	3	-0.4	-2	97	1.2	97	6
- COc1ccc(NC(=O)C2CCN(S(=O)(=O)c3ccc(OC)c(OC)c3)CC2)cc1
→ -15	1	0.0	-4	0.6	-5	104	1	100	6
- Cc1cc(C)c(N(C(=O)c2csnn2)C(C(=O)NC(C)(C)C)c2ccncc2)c(C)c1 (configuration not stated)
→ -16	2	0.2	-4	-1.0	-3	104	·	104	11
- CC(C)C12CN3CC(C(C)C)(CN(C1)C3(C)C)C2=O
→ 10	-4	-0.2	0	0.8	5	99	0.96	108	9
- CS(=O)(=O)N1CCN(c2ccccc2NC(=S)NC(=O)c2cccs2)CC1
→ -2	7	-0.3	-10	-0.8	-10	107	1.1	96	9
- COc1ccc(-c2ccnc3cc(C(=O)O)nn23)cc1
→ 4	1	0.0	7	-0.6	1	94	1.2	101	7
- COc1cccc(OCC(=O)NNC(=O)C(=O)N2CCCC2)c1
→ 10	26	-0.1	7	-0.7	-1	93	1	79	-9
- CCOc1ccc(NC(=O)Cn2nnc(C(=O)NCc3ccco3)c2N)cc1
→ 8	-5	0.0	-6	-7.7	1	105	1.1	107	6
- CCOC(=O)N1CCC(NC(=O)C(Cc2ccccc2)NC(=O)c2ccco2)CC1 (configuration not stated)
→ -1	10	-0.5	9	-0.1	0	93	0.86	95	2
- CC(NC(=O)N(Cc1ccccc1)Cc1ccc2c(c1)OCO2)(C(F)(F)F)C(F)(F)F
→ -1	3	-0.3	-6	1.2	-6	105	1.2	101	-11
- COc1ccc(CNC(=S)Nc2ccccc2-c2ccccc2)cc1
→ 2	3	-0.7	-4	-0.7	4	101	1	99	1
- CCOCCCN1CN(S(=O)(=O)c2ccc(Cl)cc2)c2nc3ccccc3nc21
→ 2	16	-0.1	-4	2.0	-1	103	1.1	90	-1
- COC(=O)c1sc(NC(=O)c2cc(-c3ccccc3)nc3ccccc23)c(C#N)c1C
→ 2	49*	-0.1	7	1.1	5	94	1	62	-8
- O=C(Cc1csc(Nc2nc(=S)[nH]c3ccccc23)n1)NCc1ccccc1Cl
→ -11	-23	-0.2	-3	-2.8	-6	103	1.1	126	0
- N#Cc1ccccc1Sc1ccccc1C(=O)OCC(N)=O
→ -12	-2	-0.2	7	0.6	3	92	1.2	103	12
- CCC(=O)Nc1ccc2c(c1)ncn2-c1ccc(OC)cc1
→ -3	0	0.2	-28	0.5	-2	126	1.2	104	6
- O=C(Nc1ccc(Cl)c(Cl)c1)Nc1nc(-c2ccccc2)cs1
→ 1	4	-0.4	-7	0.7	-5	106	1.1	96	20
- Cc1ccc(NS(=O)(=O)c2ccc(C)c(C(=O)N3CCN(C)CC3)c2)cc1
→ 1	8	-0.4	12	2.7	-2	89	0.96	97	9
- Cc1ccccc1OCc1nc2ccccc2c(=O)n1N
→ -10	6	0.6	-22	-1.5	-1	120	1.5	97	22
- COC(=O)CNC(=O)C(NC(=O)c1ccc(Cl)cc1)C(C)C (configuration not stated)
→ -8	4	-0.3	0	0.1	-5	100	1	97	-3

In the list so far, these have a furan ring, fused or not.
Second line of a record – TLR4 MyD88 comp	STAT3 inh	Hsp70 act	STAT1 blocker	Redox H2O2 prof	Efa HMGR inh	STAT1 activator	NF-kB neuron act	STAT3 act	APP 5'UTR act
- CCOc1cc2[nH]c(=O)n(CCCCCC(=O)NCc3ccco3)c(=O)c2cc1OCC
→ 11	1	-0.2	3	0.1	-5	101	1.1	99	3
- Cc1ccc(Cn2cccc(NC(=O)c3ccco3)c2=O)cc1
→ 2	4	-0.1	-12	0.5	2	111	1.5	98	18
- O=C(/C=C/c1ccccc1)N/C(=C\c1ccco1)C(=O)NCCO
→ -4	10	-0.3	6	-5.5	-2	95	1.1	95	8
- COc1ccc(-c2ccc(/C=N/N3C(=O)C4C5C=CC(C6CC56)C4C3=O)o2)c([N+](=O)[O-])c1 (configuration not stated)
→ -5	7	-0.5	5	2.3	3	95	0.92	99	14
- CCOc1ccc(NC(=O)Cn2nnc(C(=O)NCc3ccco3)c2N)cc1
→ 8	-5	0.0	-6	-7.7	1	105	1.1	107	6
- CCOC(=O)N1CCC(NC(=O)C(Cc2ccccc2)NC(=O)c2ccco2)CC1 (configuration not stated)
→ -1	10	-0.5	9	-0.1	0	93	0.86	95	2
